APJ antag = APJ receptor antagonism; CHO-K1 APJ beta-arrestin complementation, luminescence; inhibition, % at 20 µM; P35414; hit rate 0.32% among 330,000; AID 2521;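 active = inhibition above about 40% at 20 µM, limit read from the data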;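 note: cells challenged with 10 nM apelin-13 agonist together with compound; plate controls were apelin-13 plus DMSO wells for no effect and DMSO wells lacking apelin-13 for full effect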
EBI2 antag = EBI2 (human) antagonism | P32249 | EBI2 beta-arrestin recruitment, luminescence, 7a,25-OHC stimulated | inhibition, % at 5 µM | hit rate 0.81% among 360,000 | AID 651636; in the data active = inhibition above about 38%;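 note: enzyme fragment complementation signal reports receptor beta-arrestin coupling in cells; 0% = agonist plus DMSO wells and 100% = wells without agonist; some results beyond the cut were filed as inactive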
Target sequence (P32249 whole entry, looked up, the tested form may be a part): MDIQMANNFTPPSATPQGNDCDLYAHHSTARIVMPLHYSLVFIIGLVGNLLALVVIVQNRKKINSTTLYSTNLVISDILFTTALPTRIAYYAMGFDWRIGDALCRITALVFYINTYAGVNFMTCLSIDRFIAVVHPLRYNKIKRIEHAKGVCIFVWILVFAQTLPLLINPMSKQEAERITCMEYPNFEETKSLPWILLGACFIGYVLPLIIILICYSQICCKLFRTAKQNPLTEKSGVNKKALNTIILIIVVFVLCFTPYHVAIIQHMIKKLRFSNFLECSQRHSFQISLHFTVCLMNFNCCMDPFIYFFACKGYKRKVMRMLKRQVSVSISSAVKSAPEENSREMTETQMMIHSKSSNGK
CCR6 antag = CCR6 (human) receptor antagonism; P51684; CHO-K1 CCR6 PathHunter beta-arrestin, luminescence, CCL20-stimulated; inhibition, % at 20 µM; hit rate 0.49% among 340,000;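 active = compounds whose inhibition of the agonist-driven luminescence signal at 20 µM reaches about 50%, limit read from the data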;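 note: cells stimulated with CCL20 at 14 nM final; plate controls were DMSO with CCL20 for no effect and DMSO without agonist for full effect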
Target sequence (P51684 whole entry, looked up): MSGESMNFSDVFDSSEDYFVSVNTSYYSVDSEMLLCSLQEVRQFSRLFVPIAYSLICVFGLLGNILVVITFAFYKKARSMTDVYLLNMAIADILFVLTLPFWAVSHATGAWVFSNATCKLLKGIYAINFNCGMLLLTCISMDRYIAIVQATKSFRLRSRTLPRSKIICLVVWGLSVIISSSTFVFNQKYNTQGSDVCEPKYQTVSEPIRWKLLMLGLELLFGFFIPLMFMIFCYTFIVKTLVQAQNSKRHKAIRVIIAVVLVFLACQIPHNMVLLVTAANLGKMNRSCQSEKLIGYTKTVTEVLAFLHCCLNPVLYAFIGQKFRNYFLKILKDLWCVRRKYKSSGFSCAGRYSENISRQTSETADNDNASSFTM
CXCR6 inh = CXCR6 (human) receptor inhibition; O00574; CHO-K1 PathHunter CXCR6 beta-arrestin, luminescence; inhibition, % at 20 µM; hit rate 0.36% among 360,000; AID 602244; in the data active = inhibition above about 34%, passing the limit was not always enough;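 note: antagonist mode with CXCL16 agonist at 10 nM final; 0% = 10 nM CXCL16 with DMSO and 100% = unstimulated wells without agonist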
697 NFkB inh = inhibitors of the PMA/ionomycin-induced NF-kB reporter in 697 B cells | 697 B-cell NF-kB luciferase reporter, 16 h | inhibition, % at 4 µM | hit rate 0.33% among 330,000; in the data active = inhibition above about 35%
Jurkat NFkB inh = lowers PMA/ionomycin-induced NF-kB signal in Jurkat cells; AID 435003; inhibition, % at 4 µM; PMA/ionomycin-induced NF-kB luciferase reporter, luminescence; hit rate 0.53% among 330,000; in the data active = inhibition above about 50%
UBC13 polyUb = inhibitors of human UBC13 polyubiquitin chain formation; inhibition, % at 20 µM; P61088; AID 485273; hit rate 0.47% among 330,000; TR-FRET; in the data active = inhibition above about 45%, passing the limit was not always enough; inconclusive = no clear call, values can overlap the other calls
Target sequence (P61088 whole entry, looked up): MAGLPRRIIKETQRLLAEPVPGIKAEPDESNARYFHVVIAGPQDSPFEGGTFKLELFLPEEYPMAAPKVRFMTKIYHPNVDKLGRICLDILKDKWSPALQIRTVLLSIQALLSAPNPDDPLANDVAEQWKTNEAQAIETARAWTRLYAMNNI
Gli-Sufu block = antagonists of Gli-Sufu signaling; Sufu-KO-LIGHT fibroblasts, Gli luciferase reporter luminescence; inhibition, % at 5 µM; hit rate 0.74% among 340,000; AID 588413;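 active = inhibition above about 55%, limit read from the data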;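 note: 0% = DMSO-treated cells and 100% = wells with medium but no cells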
* hit, by the source's call; i = inactive; u = inconclusive; x = not tested or not shown; & = joins results of further samples.

SMILES	APJ antag	EBI2 antag	CCR6 antag	CXCR6 inh	697 NFkB inh	Jurkat NFkB inh	UBC13 polyUb	Gli-Sufu block
CC1(C(=O)N2CCN(c3ccc([N+](=O)[O-])cc3)CC2)CC1(Cl)Cl (stereo unspecified)	-10	4	-3	4	-20	16	-10	3
O=C(Nc1ccc(Cl)c(Cl)c1)Nn1cnnc1	8	-4	-1	-4	-14	-13	-7	0
COc1ccc(C(=O)NCc2nnc(SCC(=O)Nc3nnc(C)s3)o2)cc1OC	10	1	23	-12	0	4	1	1
CCn1c(=O)c(C(=O)CN(C)CC(=O)Nc2ccccc2Br)c(N)n(Cc2ccccc2)c1=O	20	-7	4	1	14	11	9	11
Cc1c(O)c(S(=O)c2ccccc2)c(=O)n(-c2ccccc2)c1-c1ccccc1 (stereo unspecified)	4	-3	7	-3	-7	12	17	18
Cc1ccc2c(CSc3nnc(C4CC4)n3N)cc(=O)oc2c1C	8	-3	11	4	-8	-8	-4	-5
Cc1ccc2c(c1)C(c1ccncc1)=NNC(c1cccnc1)=N2	-11	0	-10	8	1	-4	-4	0
CCN(C[C@H]1N[C@@](CC)(C(=O)OC)[C@H]2C(=O)N(Cc3ccccc3)C(=O)[C@@H]12)S(=O)(=O)c1ccc(C)cc1	3	5	-5	7	12	0	18	2
CCOC(=O)c1c(C)[nH]c(C(=O)OCC(=O)Nc2sccc2C(N)=O)c1C	-46	-33	-46	-11	-46	13	1	51
CCCCc1nc(Cl)c(C#N)c2c1CCC2	12	-4	-5	12	-4	-6	-3	-2
COCCn1c(C)cc(C(=O)CN2c3cccc4cccc(c34)S2(=O)=O)c1C	-11	-4	7	1	13	10	-11	-11
CC1CCN(S(=O)(=O)N2CCC(C(=O)NCc3cccnc3)CC2)CC1	3	-10	9	8	6	-4	11	1
Cc1ccc(C(=O)N/C(=C/c2ccco2)C(=O)O)cc1	2	-5	8	0	-1	-6	-2	-3
COc1ccc(N2CCN(CCCNC(=O)C3CCN(S(=O)(=O)N4CCOCC4)CC3)CC2)cc1	8	-3	0	-1	8	4	9	14
Cc1ncc([N+](=O)[O-])n1CCOC(=O)Nc1ccc(Cl)c(Cl)c1	4	2	17	2	3	-2	7	5
COC(=O)c1ccc(Oc2nc(Nc3ccc(C)c(C)c3)nc(N(C)C)n2)cc1	7	15	-1	-3	23	14	7	2
CNc1ccccc1NC(=O)C1CCCN1C(=O)OCc1ccccc1 (stereo unspecified)	2	9	23	4	3	-11	-8	-19
O=C(NC(=S)N1CCN(c2ccccc2)CC1)c1c(F)cccc1F	5	0	-4	-18	7	19	12	-20
COc1cccc(NC(=O)C2CCCC2)c1	3	-3	-1	4	16	-11	10	-11
COc1ccc(N2CCN(C(=O)Cn3cnc4c(cnn4-c4ccc(C)cc4)c3=O)CC2)cc1	-5	-1	-8	-5	18	-24	-10	5
O=C(c1cccc(S(=O)(=O)N2CCOCC2)c1)N(Cc1ccco1)Cc1cccs1	9	3	6	8	-16	4	-14	3
COc1cc(/C=N/NC(=O)NC2CCCCC2)cc(OC)c1O	-16	7	0	-3	-14	-8	2	2
CCc1nc(C)cn1S(=O)(=O)c1cc([N+](=O)[O-])ccc1Cl	-55	6	-8	-22	-138	25	-10	0
CC(=O)OCC(=O)[C@@]1(O)CC[C@H]2[C@@H]3CCC4=CC(=O)C=C[C@]4(C)[C@@]3(Cl)[C@@H](Cl)C[C@@]21C	24	11	-2	3	-15	8	4	9
Cn1ccnc1SCC(=O)c1cccc(Br)c1	2	-5	4	-1	10	-19	-2	-22
O=C(NC1CCCC1)C(=O)N(Cc1cccnc1)C(C(=O)NCc1ccco1)c1ccccc1F (stereo unspecified)	-17	-3	-8	-10	14	4	5	-5
COCc1ccc(O)c2ncccc12	-8	6	15	15	5	25	-9	2
CC1(C)CC(=O)c2c(oc3ccc(NS(=O)(=O)c4cccc5cccnc45)cc23)C1	-2	4	5	-3	-1	6	8	13
Nc1nc2ccc(Cl)cc2[nH]1	x	0	3	-6	x	x	x	5
COc1ccc(-n2c(SCC(=O)NCC3CCCO3)nc3n[nH]c(C)c3c2=N)cc1 (stereo unspecified)	-27	-12	0	-12	-8	-11	-6	1
O=C(C1CCCO1)N1CCN(S(=O)(=O)c2ccc(F)cc2)CC1 (stereo unspecified)	19	-3	2	-4	-2	-8	-6	-8
CN(C)c1nc(SCC#N)nc(N(C)C)n1	-10	-7	0	0	0	5	-2	-1
C[C@@H]1NC(=O)c2cc([N+](=O)[O-])cc(I)c2OCC[C@@H](C(=O)NC(CC(=O)O)C(N)=O)NC(=O)[C@H](CCC(=O)O)NC1=O (stereo partly specified)	14	x	2	x	-6	10	-16	-3
CN1c2ccccc2C(C)(C)C12CC(c1cccc(S(=O)(=O)N3CCCC3)c1)=NO2 (stereo unspecified)	-12	6	11	-10	i	-66	u	10
Nc1ccc2c(c1)CC(=O)c1ccccc1S2	1	7	22	-9	-101	11	5	-5
CCC(Sc1nc2sc(C(=O)OC)c(C)c2c(=O)n1N)C(=O)NCC1CCCO1 (stereo unspecified)	-8	-5	-4	-8	-20	-17	-11	3

Arranged by molar mass (low to high): part of the list above
SMILES	APJ antag	EBI2 antag	CCR6 antag	CXCR6 inh	697 NFkB inh	Jurkat NFkB inh	UBC13 polyUb	Gli-Sufu block
CN(C)c1nc(SCC#N)nc(N(C)C)n1	-10	-7	0	0	0	5	-2	-1
Nc1ccc2c(c1)CC(=O)c1ccccc1S2	1	7	22	-9	-101	11	5	-5
Cn1ccnc1SCC(=O)c1cccc(Br)c1	2	-5	4	-1	10	-19	-2	-22
COc1cc(/C=N/NC(=O)NC2CCCCC2)cc(OC)c1O	-16	7	0	-3	-14	-8	2	2
CCc1nc(C)cn1S(=O)(=O)c1cc([N+](=O)[O-])ccc1Cl	-55	6	-8	-22	-138	25	-10	0
O=C(C1CCCO1)N1CCN(S(=O)(=O)c2ccc(F)cc2)CC1 (stereo unspecified)	19	-3	2	-4	-2	-8	-6	-8
CC1(C)CC(=O)c2c(oc3ccc(NS(=O)(=O)c4cccc5cccnc45)cc23)C1	-2	4	5	-3	-1	6	8	13
CN1c2ccccc2C(C)(C)C12CC(c1cccc(S(=O)(=O)N3CCCC3)c1)=NO2 (stereo unspecified)	-12	6	11	-10	i	-66	u	10
COc1ccc(-n2c(SCC(=O)NCC3CCCO3)nc3n[nH]c(C)c3c2=N)cc1 (stereo unspecified)	-27	-12	0	-12	-8	-11	-6	1
CCC(Sc1nc2sc(C(=O)OC)c(C)c2c(=O)n1N)C(=O)NCC1CCCO1 (stereo unspecified)	-8	-5	-4	-8	-20	-17	-11	3
CC(=O)OCC(=O)[C@@]1(O)CC[C@H]2[C@@H]3CCC4=CC(=O)C=C[C@]4(C)[C@@]3(Cl)[C@@H](Cl)C[C@@]21C	24	11	-2	3	-15	8	4	9
COc1ccc(N2CCN(C(=O)Cn3cnc4c(cnn4-c4ccc(C)cc4)c3=O)CC2)cc1	-5	-1	-8	-5	18	-24	-10	5
O=C(NC1CCCC1)C(=O)N(Cc1cccnc1)C(C(=O)NCc1ccco1)c1ccccc1F (stereo unspecified)	-17	-3	-8	-10	14	4	5	-5
C[C@@H]1NC(=O)c2cc([N+](=O)[O-])cc(I)c2OCC[C@@H](C(=O)NC(CC(=O)O)C(N)=O)NC(=O)[C@H](CCC(=O)O)NC1=O (stereo partly specified)	14	x	2	x	-6	10	-16	-3

Additional entries follow:
SMILES	APJ antag	EBI2 antag	CCR6 antag	CXCR6 inh	697 NFkB inh	Jurkat NFkB inh	UBC13 polyUb	Gli-Sufu block
COc1ccc(COC(=O)N/N=C(\C)CC(=O)Nc2ccc(Cl)cn2)cc1	15	-3	12	-4	-5	3	0	7
Cc1c(Cc2ccccc2)c(=O)oc2cc(OCC(=O)N3CCC(C(=O)O)CC3)ccc12	20	11	6	-7	4	-18	9	-4
O=C(NC1CC1)c1sc2cc(Cl)ccc2c1Cl	15	-9	1	-5	-44	-52	-1	-40
COCc1cc(C)nc(SCC(=O)Oc2ccccc2)c1C#N	26	-3	7	-5	2	-9	-2	7
Cc1ccc(C(C)C)c(OCCNCc2ccccc2)c1	6	6	17	-13	-8	5	19	33
CCOc1ccc(-c2[nH]ncc2Oc2cccc(OC)c2)c(O)c1	0	13	-11	-8	-3	7	63*	-5
COC(=O)c1cc(-c2ccc3c(c2)OCO3)nc2ccccc12	-9	-4	10	1	-5	3	30	-9
O=C(Nc1cc(Cl)ccc1O)C1CCCO1 (stereo unspecified)	19	-13	-3	8	2	6	6	6
Cc1ccnc(NS(=O)(=O)c2ccc(NC(=O)C3CCCCC3)cc2)n1	7	1	6	-2	5	7	-2	0
O=S(=O)(O)c1cc2onnc2c2ccccc12	x	-5	-9	-2	x	x	x	3
Cc1ccc(NC2=CC(=O)CC(C)(C)C2)cc1F	16	7	0	0	-3	5	0	4
CSc1ccccc1NC(=O)Cn1ccsc1=N	-8	3	7	-5	-6	2	-7	-4
COc1ccc(C(C)=O)cc1CN1CCCCC1	0	4	4	0	13	-7	8	7
COc1ccc(C(NC(=O)C2C3C=CC(C3)C2C(=O)O)c2ccccc2)cc1 (stereo unspecified)	-11	-1	2	0	-16	-3	6	x
COc1ccc(N2CCN(S(=O)(=O)CCNS(=O)(=O)c3ccccc3)CC2)cc1	9	-3	6	3	4	10	-1	8
O=C(Nc1cccc2[nH]ncc12)NS(=O)(=O)c1ccccc1	-16	-8	-3	-1	0	8	2	4
CC(CNC(=O)c1cc(COc2c(F)cccc2F)on1)c1ccccc1 (stereo unspecified)	0	-2	11	-14	-16	-10	9	-4
Cc1cc(NC(=O)c2c(Cl)c(C)nn2C)no1	15	-2	-5	2	14	9	-1	-7
COc1cc(C(=O)NNC(=O)/C=C/c2ccccc2)cc(OC)c1OC	14	-3	21	12	-8	0	-12	-2
Cc1cc(C)n(-c2ccc(C(=O)OCc3nnc(-c4ccccc4)o3)cc2)n1	10	13	20	-13	-8	-5	1	1
COc1ccc(C(=O)CSc2nc(N)nc(SC)c2C#N)cc1	5	0	-9	0	3	-2	-12	11
O=c1c2ccccc2n(Cc2cccc(F)c2)c(=O)n1C1CCCC1	-28	6	17	-1	-10	-2	3	8
O=C(NCCCN1CCOCC1)c1cccc(S(=O)(=O)Nc2cc(Cl)ccc2Cl)c1	4	-8	-2	-2	3	-10	-4	2
CN(c1ccc(C(=O)Nc2ccc(S(=O)(=O)N3CCCC3)cc2)cc1)S(C)(=O)=O	5	3	-1	-1	-40	22	-1	-2
COc1cc(C(=O)OC(C)CN2CCOCC2)cc(OC)c1OC (stereo unspecified)	-26&-9	-17&-13	-30&-11	-12&-2	-7&-5	-20&-8	3&1	7&4
COc1ccc(-c2nc(N3CCCCCC3)sc2C(=O)c2ccccc2)cc1	12	12	32	9	17	-4	3	1
CCCCn1c(N)c(N(CC)C(=O)c2cc(C)cc(C)c2)c(=O)[nH]c1=O	1	-2	-1	5	5	0	1	-7
Cn1cc(Cl)c(C(=O)N2CCN(c3ncccn3)CC2)n1	1	-4	1	-7	-41	-8	-7	-8
CCOc1ccc(S(=O)(=O)N2CCC(c3ccccc3)CC2)cc1C(=O)O	19	2	17	-8	16	1	1	-20
COc1ccc(CN(C)C(=O)C(CCSC)NS(=O)(=O)c2ccc3c(c2)OCCO3)c(OC)c1OC (stereo unspecified)	x	-4	12	-8	x	x	x	5
CCOC(=O)c1ccc(NC(=O)CSc2nnc(NC(=O)c3ccc(S(=O)(=O)N4CCOCC4)cc3)s2)cc1	10	-11	19	-16	-10	15	-2	-2
Cc1nc2sccn2c(=O)c1S(=O)(=O)Nc1cccc(Cl)c1C	6	1	17	-4	-4	-6	-4	-3
CCN1C=CC(=C2C(=O)c3ccccc3C2=O)C=C1	9	-2	7	1	5	54*	-28	59*

Screening results deposited in PubChem BioAssay by Sanford-Burnham Center for Chemical Genomics.
